Rtt109 Vps75 = inhibitors of C. albicans Rtt109/Vps75 HAT, primary screen, biochemical, ThioGlo CoA-SH fluorescence, plate reader. purified Rtt109/Vps75, 4 h. 0.16% of 330,000 active. Histone acetyltransferase RTT109 (Candida albicans (strain SC5314 / ATCC MYA-2876)), …. inhibition, % at 34.9 µM. AID 540336, 2011;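 active = inhibition of at least 50% in every replicate; inconclusive = best replicate reaches 50% inhibition but some replicates fall short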
Target sequence (Q5AAJ8 whole entry, looked up): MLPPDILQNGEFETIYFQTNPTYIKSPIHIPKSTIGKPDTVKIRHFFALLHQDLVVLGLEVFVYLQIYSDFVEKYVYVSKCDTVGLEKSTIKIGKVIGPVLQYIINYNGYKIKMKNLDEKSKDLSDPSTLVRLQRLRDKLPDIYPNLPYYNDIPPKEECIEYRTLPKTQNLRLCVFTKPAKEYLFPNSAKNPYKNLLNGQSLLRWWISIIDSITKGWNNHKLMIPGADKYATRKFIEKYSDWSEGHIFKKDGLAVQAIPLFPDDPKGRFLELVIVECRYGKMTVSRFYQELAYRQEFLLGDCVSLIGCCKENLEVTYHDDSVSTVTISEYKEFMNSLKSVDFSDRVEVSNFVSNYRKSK
CAL PDZ FP-1 = CAL PDZ peptide-binding inhibitors, primary screen, biochemical, fluorescence polarization, Cer-tagged CAL PDZ, HTS; purified CAL PDZ, TMR-peptide fluorescence polarization, 1 h; 0.02% of 330,000 active; AID 504414, 2011; Golgi-associated PDZ and coiled-coil motif-containing protein (Homo sapiens), Q9HD26; inhibition, % at 20 µM;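 active = highest replicate inhibition of at least 40%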;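 note: plate controls were DMSO neutral control wells for no effect and unlabeled competitor peptide control wells for full effect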
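Material: tagged CAL PDZ protein CerCALP, purified; buffer or medium: sodium phosphate/NaCl buffer pH 7.4 with TCEP, IgG, Thesit; also added: fluorescent TMR peptide probe; schedule: 1 h incubation at room temperature before polarization reading; technique: fluorescence polarization from S- and P-plane intensities, G-factor corrected; control set: unlabelled peptide and DMSO controls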
CAL PDZ FP-2 = untagged CAL PDZ binding inhibitors, primary screen, biochemical, fluorescence polarization, HTS; purified CAL PDZ, TMR-peptide fluorescence polarization, 1 h; inhibition, % at 24.9 µM; 0.92% of 300,000 active; AID 602252, 2012;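 active = mean inhibition of at least 30% with at least half of replicates also reaching 30%; inconclusive = no clear call, values can overlap the other calls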;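 note: 0% = DMSO neutral control and 100% = excess unlabeled competitor peptide PRC23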
RTF Ca sens act = cardiac RTF calcium sensitivity activators, primary screen, biochemical, IANBD-TnC fluorescence, EC20 calcium; AID 493008, 2010; IANBD-labeled TnC RTF fluorescence at EC20 calcium; 0% EC20 calcium, 100% full calcium; activation, % at 7.2 µM; 0.24% of 340,000 active; Troponin I, cardiac muscle (Homo sapiens) + Troponin T, cardiac muscle (Homo sapiens) + …;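 active = activation above the mean over all tested compounds plus 3 SD, cut at about 30% in these data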;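 note: rise in fluorescence read as greater calcium sensitivity of cardiac thin filaments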
Wnt bcat act = Wnt/beta-catenin pathway activators, primary screen, cell-based, plate reader, single point; 1.2% of 300,000 active; activation, % at 9.35 µM; Wnt/beta-catenin reporter cell assay, activator; AID 743398, 2014; in the data active = activation above about 30%, passing the limit was not always enough; inconclusive = no clear call, values can overlap the other calls;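 note: 0% = neutral control wells and 100% = positive control wells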
MITF act = activators of MITF-driven TRPM1 promoter reporter, primary screen, cell-based, SK-MEL-5, luciferase, single point. SK-MEL-5 TRPM1-promoter luciferase, 24 h; % of positive control, neutral wells = 0. AID 588334, 2011. activation, % at 12.5 µM. 0.75% of 300,000 active;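 active = mean activation of at least 80% with every replicate also reaching 80%; inconclusive = mean reaches 80% but some replicate falls short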;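 note: 0% = neutral control wells and 100% = parthenolide positive control wells; values of inactives mirror those of a sister screen read the other way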
Tat export inh = E. coli Tat export inhibitors, primary screen, MC4100, TorA-mCherry reporter, fluorescence, single point | inhibition, % at 10 µM | 0.036% of 340,000 active;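 active = mean replicate inhibition at least 50% and at least half of replicates individually reaching 50%; inconclusive = only one of the two criteria met; inactive = neither criterion met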;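 note: exported cargo escapes ClpAP degradation while cytoplasmic cargo is degraded and loses fluorescence; 0% = median of neutral control wells and 100% = median of NaSCN control wells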
CDK5 inh = inhibitors of human CDK5/p35 kinase, primary screen, biochemical, single concentration | 0.01% of 330,000 active | inhibition, % at 10 µM | Cyclin-dependent kinase 5 (Homo sapiens) + Cyclin-dependent kinase 5 activator 1 (Homo … | Recombinant CDK5/p35, ADP-Glo luminescence, 60 min;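 active = highest replicate inhibition of at least 50% and at least 75% of replicates reaching 50%; inconclusive = only one of the two criteria met; inactive = both criteria failed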;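 note: plate controls were DMSO neutral control for no effect and GW8510 at 10 µM for full effect; many of its hits are not listed in these tables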
V-ATPase pHluor = regulators of yeast V-ATPase proton pumping, primary screen, pHLuorin cytosolic pH fluorescence. S. cerevisiae. response, % at 10 µM. 0.37% of 350,000 active. AID 504577, 2011; in the data active = response mostly above about 7.3%, no sharp cut-off; inactive = mostly below about 5.4%; note: actives read high; inactives centre near 0; some compounds called inactive have numbers as strong as hits
dFosB act = activators of delta FosB homodimer, primary screen, biochemical, fluorescence polarization, TAMRA-CDK5 oligo, single point | purified delta FosB; percent of positive-control signal above neutral wells | activation, % at 25 µM | 0.99% of 340,000 active | AID 493131, 2011;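 active = mean activation above about 17%, with every replicate also reaching it, limit read from the data, passing the limit was not always enough; inconclusive = only one of the two conditions met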;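 note: fluorescence polarization rise as delta FosB binds a TAMRA Cdk5 AP-1 oligo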
Target sequence (P13346 whole entry, looked up): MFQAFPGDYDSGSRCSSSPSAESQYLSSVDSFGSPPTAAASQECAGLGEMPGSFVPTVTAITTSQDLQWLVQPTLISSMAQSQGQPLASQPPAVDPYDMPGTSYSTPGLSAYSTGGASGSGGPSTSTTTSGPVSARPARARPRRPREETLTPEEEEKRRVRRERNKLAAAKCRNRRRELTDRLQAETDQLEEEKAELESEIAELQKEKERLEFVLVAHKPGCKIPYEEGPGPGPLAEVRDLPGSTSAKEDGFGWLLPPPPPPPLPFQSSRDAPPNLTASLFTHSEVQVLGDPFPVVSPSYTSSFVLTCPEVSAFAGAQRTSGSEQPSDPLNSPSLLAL
Numbers without * were called inactive; ? = inconclusive; . = not tested or not shown.

SMILES	Rtt109 Vps75	CAL PDZ FP-1	CAL PDZ FP-2	RTF Ca sens act	Wnt bcat act	MITF act	Tat export inh	CDK5 inh	V-ATPase pHluor	dFosB act
CC(=O)c1ccc(N2CC(C)(C)C2=O)cc1	-3	-0.4	-1	3	1	1	-11	-0.5	1	-5
O=c1[nH]c(=S)[nH]c2c1C(c1ccc(Br)cc1)c1c([nH]c(=S)[nH]c1=O)O2	-4	.	31*	-51	4	10	-2	.	147*	-13
CCc1nnc(NC(=O)CSc2nnnn2-c2cccc(C(C)=O)c2)s1	5	-0.2	-1	-2	2	-7	4	-0.2	-2	-3
CC(=O)N/C(=C\c1ccc(F)cc1)C(=O)OCc1ccccc1	6	0.3	-3	-2	0	0	-1	-0.3	-4	-9
CC1CCc2sc(C(=O)Nc3ccc(N4CCOCC4)cc3)cc2C1 (stereo unspecified)	-6	-2.5	-2	0	8	10	-1	-0.9	0	-10
Cn1c(CSc2ncccn2)nnc1SCC(=O)N1CCCC1	-2	-0.9	.	4	0	0	0	-1.8	3	-1
O=C(O)c1cc(S(=O)(=O)NCC2CCCO2)ccc1Cl (stereo unspecified)	-1	-0.4	-1	1	-3	9	-14	0.1	-4	1
COc1ccc2c(c1)OC[C@H]1[C@@H]2N2C(=O)CNC(=O)[C@@]2(C)[C@H]1c1ccccc1	-1	-0.6	-1	-4	-2	6	-5	1.5	0	3
CC1CCN(CC(O)COc2ccc(OCC(O)CN3CCC(C)CC3)cc2)CC1 (stereo unspecified)	4	-1.4	.	2	0	9	0	2.2	2	0
COc1ccc([C@@H]2[C@@H]3C(=O)N(C(C)(C)C)C(=O)[C@@H]3[C@]3(CC(C)C)C(=O)N(c4ccccc4)C(=O)N23)cc1	3	-0.3	-3	-3	6	12	4	0.9	5	0
CC(C)(C)OC(=O)NNC(=O)c1ccc(Cl)cc1	-8	-0.7	1	5	.	3	8	0.8	5	-7
C=CCN1C(=O)C(CC(=O)Nc2ccccc2)SC1=Nc1c(C)n(C)n(-c2ccccc2)c1=O (stereo unspecified)	12	-4.1	-2	-3	.	-5	-3	0.7	-4	-12
CCS(=O)(=O)Nc1ccc(-c2ccc(NS(=O)(=O)CC)c(OC)c2)cc1OC	1	-1.4	4	-12	-1	-6	3	-0.3	-2	2
O=C(Nc1cc(Cl)ccc1N1CCOCC1)c1cccnc1Cl	-12	-0.7	64*	-2	1	-1	1	-0.1	-1	-5
COc1ccc(CN(C)Cc2nc3scc(-c4ccccc4)c3c(=O)[nH]2)cc1OC	-9	-1.2	-9	0	0	-4	-3	-1.1	0	0

Part of the list above, with values under each structure:
Under each structure – Rtt109 Vps75	CAL PDZ FP-1	CAL PDZ FP-2	RTF Ca sens act	Wnt bcat act	MITF act	Tat export inh	CDK5 inh	V-ATPase pHluor	dFosB act
- CC(=O)c1ccc(N2CC(C)(C)C2=O)cc1
 : -3	-0.4	-1	3	1	1	-11	-0.5	1	-5
- O=c1[nH]c(=S)[nH]c2c1C(c1ccc(Br)cc1)c1c([nH]c(=S)[nH]c1=O)O2
 : -4	.	31*	-51	4	10	-2	.	147*	-13
- CCc1nnc(NC(=O)CSc2nnnn2-c2cccc(C(C)=O)c2)s1
 : 5	-0.2	-1	-2	2	-7	4	-0.2	-2	-3
- CC(=O)N/C(=C\c1ccc(F)cc1)C(=O)OCc1ccccc1
 : 6	0.3	-3	-2	0	0	-1	-0.3	-4	-9
- CC1CCc2sc(C(=O)Nc3ccc(N4CCOCC4)cc3)cc2C1 (stereo unspecified)
 : -6	-2.5	-2	0	8	10	-1	-0.9	0	-10
- Cn1c(CSc2ncccn2)nnc1SCC(=O)N1CCCC1
 : -2	-0.9	.	4	0	0	0	-1.8	3	-1
- O=C(O)c1cc(S(=O)(=O)NCC2CCCO2)ccc1Cl (stereo unspecified)
 : -1	-0.4	-1	1	-3	9	-14	0.1	-4	1
- COc1ccc2c(c1)OC[C@H]1[C@@H]2N2C(=O)CNC(=O)[C@@]2(C)[C@H]1c1ccccc1
 : -1	-0.6	-1	-4	-2	6	-5	1.5	0	3
- CC1CCN(CC(O)COc2ccc(OCC(O)CN3CCC(C)CC3)cc2)CC1 (stereo unspecified)
 : 4	-1.4	.	2	0	9	0	2.2	2	0
- COc1ccc([C@@H]2[C@@H]3C(=O)N(C(C)(C)C)C(=O)[C@@H]3[C@]3(CC(C)C)C(=O)N(c4ccccc4)C(=O)N23)cc1
 : 3	-0.3	-3	-3	6	12	4	0.9	5	0
- CC(C)(C)OC(=O)NNC(=O)c1ccc(Cl)cc1
 : -8	-0.7	1	5	.	3	8	0.8	5	-7

(listing goes on)
SMILES	Rtt109 Vps75	CAL PDZ FP-1	CAL PDZ FP-2	RTF Ca sens act	Wnt bcat act	MITF act	Tat export inh	CDK5 inh	V-ATPase pHluor	dFosB act
O=C(/C=C/c1ccc2c(c1)OCO2)NCc1cn2cc(Cl)ccc2n1	-54	1.3	3	1	-3	5	4	-0.1	1	3
COC(=O)c1ccc(OCC2c3cc(OC)c(OC)cc3CCN2C(=O)C2CC2)cc1 (stereo unspecified)	1	-0.2	.	1	.	-4	-4	-2.2	7	-6
COc1cc(CN2CCCC(C(=O)Nc3cccc(-n4cccn4)c3)C2)ccc1F (stereo unspecified)	1	-1.1	-7	-2	0	-5	-1	0.7	-1	-4
COc1ccc(-n2c(SCC(N)=O)nc3sc4c(c3c2=O)CCC4)cc1	2	-1.1	0	8	2	-7	-8	0.4	4	5
O=C1CSC2=NCN(c3ccccc3)CN12	5	0.2	1	-2	-1	25	-19	1.3	3	-11
CN(C1CCCCC1)S(=O)(=O)c1ccc(NC(=O)c2ccc(Br)o2)cc1	1	-4.2	-6	-2	-4	-2	6	-3.5	3	-7
CC(=O)N(CCCN(C)C)c1nc2ccc(C)cc2s1	22	-2.6	15	5	1	-10	-5	0.4	9	-11
O=C(CCN1CCN(c2ccc(Cl)cc2)CC1)Nc1nccs1	3	-0.5	0	0	-8	0	4	-8.3	0	1
Cc1ccc(C2CC(c3cccs3)n3nc(N)nc3N2)cc1 (stereo unspecified)	5	-1.3	-2	0	-8	11	-7	-0.1	-1	-12
NS(=O)(=O)c1ccc(CCNC(=O)CCCCCn2c(=S)[nH]c3ccc(Br)cc3c2=O)cc1	-3	-1.5	-5	0	-1	-9	4	0.1	1	49*
CCN(CC)CCCNc1oc(-c2ccccc2[N+](=O)[O-])nc1C#N	-2	-0.7	-1	-3	0	-2	-2	-1.6	2	-11
O=C(CC1S/C(=N/N=C/c2c[nH]c3ccc(OCc4ccccc4)cc23)NC1=O)Nc1ccccc1 (stereo unspecified)	20	-2.6	-3	-4	.	12	-3	-0.2	-3	32*
O=C(O)CCC(=O)N1CCN(c2ncccc2C(F)(F)F)CC1	-6	0.0	.	8	0	6	3	0.6	1	0
CC(C)(O)C#Cc1ccc(C(=O)N2CCN(c3ccccc3)CC2)cc1	?	0.5	-5	-7	-5	-8	1	0.7	0	-5
O=C(CSc1nc2ccccc2s1)NCCOc1ccc(Cl)cc1	-7	0.7	-27	7	.	.	7	-0.2	-1	-9
CC(C)Cc1ccc(CN2CCCC(NC(=O)CCCN3CCCC3=O)C2)cc1 (stereo unspecified)	0	-2.1	2	-1	1	0	-6	-2.6	-2	2
COc1ccc(NC(=O)c2cc([N+](=O)[O-])ccc2N2CCCC2)cc1	5	-0.8	5	.	-1	6	-4	0.4	-1	1
COc1ccccc1N1CCN(C(=O)c2cccc(S(=O)(=O)N3c4ccccc4CC3C)c2)CC1 (stereo unspecified)	-17	-0.5	-6	0	18	-7	5	-3.0	-4	1
CCc1ccc(C2c3[nH]c4ccccc4c3CCN2C(=O)CNC(N)=O)cc1 (stereo unspecified)	0	-1.4	2	-8	-6	-22	3	1.3	-1	0
COc1ccc(-c2nnn(Cc3nn[nH]n3)n2)cc1OC	1	0.2	-5	4	-6	.	-8	-1.5	0	-3
Cc1ccc(C(=O)Nc2cccc(C(=O)N/N=C/c3ccccc3F)c2)cc1	-3	7.0	-4	-1	4	-6	-3	-1.5	3	-9
CC1CCN(C(=O)CN2C(=O)NC(c3ccccc3)(c3ccccc3)C2=O)CC1	10	-0.1	-4	-1	2	-5	6	-1.2	2	0
Cc1ccc(N2C(=O)C(Cl)=C(NCc3ccccc3)C2=O)c(C)c1	-10	-1.3	3	0	.	6	7	1.3	3	0
O=C(CCS(=O)(=O)c1ccccc1)N(CCCN1CCOCC1)c1nc2ccccc2s1	3	-0.1	.	-5	11	35	-1	-0.5	5	-2
COc1ccc(C2c3c(n[nH]c3C)CC(C)(O)C2C(C)=O)cc1OC (stereo unspecified)	3	-0.2	-1	8	0	.	-9	-0.2	-5	-1
COc1ccc(CC(=O)Nc2cccc(-c3cn4ccccc4n3)c2)cc1	17	-13	-7	-3	6	39	1	1.7	-1	-13
C=CCOc1ccccc1C1NC(=O)NC(C)=C1C(=O)NCc1ccccc1 (stereo unspecified)	-3	-1.0	-7	-1	.	1	1	2.2	-3	-2
CSCCOC(=O)COc1ccc(/C=N/NC(=O)c2c(Cl)cnn2C)cc1	-9	-0.5	-7	5	2	.	-5	2.1	-1	-6
COc1ccc(S(=O)(=O)NCC2CCCO2)cc1NC(=O)c1ccc(Cl)cc1 (stereo unspecified)	20	-2.0	-7	0	3	0	-2	0.3	-4	-12
S=c1[nH]nc(CSc2nc3ccccc3s2)o1	-5	-0.9	2	-3	.	-16	-1	3.8	-2	2
Cc1ccc(NC(=O)Cn2c(O)c(N=NS(=O)(=O)c3ccc(C)cc3)c3ccccc32)cc1	5	-0.6	16	4	2	2	1	-1.4	1	-13
Nc1ccccc1-c1nc2ccccc2[nH]c1=O	2	-2.3	-1	-2	9	61	13	1.3	0	-4
O=C(COn1nnc2ccccc21)NCC1CCCCC1	-4	-2.4	-6	-2	36*	.	3	0.5	2	-5
c1ccc(C(c2ccccc2)c2noc(CN3CCN(CC4CC4)CC3)n2)cc1	0	-0.4	-4	-5	-3	8	1	0.5	2	-4
COC(=O)c1cc(NS(=O)(=O)c2ccc(F)cc2)ccc1N1CCOCC1	9	1.1	8	-2	4	11	-3	1.7	4	-10
O=C(c1cc(-c2ccccc2)nn1-c1ccccc1)N1CCN(S(=O)(=O)c2cccc(F)c2)CC1	12	-1.4	-1	10	-6	19	5	2.8	7	-11
